Compound activity: PubChem BioAssay, Broad Institute
PGC1a acetyl inh: lowers PGC1a acetylation signal in U2OS cells. inhibition, % at 15.6 µM. AlphaScreen anti-acetyl-lysine; with virally co-expressed GCN5 acetyltransferase. actives 0.17% (n = 350,000). AID 651687;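 active means every replicate shows inhibition of at least 40%; inconclusive means mean inhibition at least 40% but some replicate below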;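 further: 0% = neutral control wells and 100% = positive control wells; some results beyond the cut were filed as inactive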
Cneo AK release: Cryptococcus neoformans lysis via adenylate kinase release | C. neoformans lysis, adenylate kinase release luminescence, 4 h; normalised: neutral wells 0, clomiphene wells 100 | lysis activity, % at 15 µM | actives 0.2% (n = 360,000) | AID 651654;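 active means mean lysis activity across replicates of at least 80%, whatever share of replicates individually reach that level; inactive means mean lysis activity below 80%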
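read-out = cell lysis signal | test system = log-phase Cryptococcus neoformans yeast cells | input = cells at 5 × 10^6 per mL | medium = fresh YPD growth medium | signal = luminescent adenylate kinase detection reagent | timing = 4 h at 37 °C static, read 1 h later | dosing = single dose | controls = Clomiphene as positive lysis control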
FN deposition inh: fibronectin deposition inhibition; actives 0.086% (n = 350,000); inhibition, % at 12.6 µM; AH1F fibroblasts, Alexa488-fibronectin deposition fluorescence, overnight;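 active means mean inhibition across replicates of 30% or more, regardless of how many single replicates reach that level; inconclusive means mean under 30% yet at least half of replicates reach 30%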;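 further: positive control wells lacked labelled fibronectin entirely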
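Assay system: AH1F fibroblasts assembling fluorescent fibronectin matrix; Amount: 10000 AH1F cells per well; Buffer or medium: DMEM, 2% serum; Probe or stimulus: Alexa488-fibronectin, 24 nM final in well; Doses: single compound dose, delivered by pin transfer; Incubation: 1 h adhesion, overnight exposure; Measured by: fluorescence 485/525 nm; Read-out: fibronectin deposition inhibition.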
Statin myotox sup: suppression of simvastatin myotoxicity | C2C12 myotubes + simvastatin, ATP luminescence, 48 h; scaled: DMSO 0, geranylgeraniol control 100 | rescue of ATP level, % at 7.49 µM | actives 0.78% (n = 330,000);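 active means mean ATP rescue above about 67%, or every replicate alone reaching that limit, limit read from the data, passing the limit was not always enough; inconclusive means no clear call, values can overlap the other calls; inactive means mean under the limit and some replicate under it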;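 further: myotubes were challenged with 10 µM simvastatin during compound exposure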
miR-122 sensor: inhibitors of miR-122 in Huh7 cells | Huh7 miR-122 Renilla luciferase sensor, 48 h; neutral wells = 0, positive control = 100 | activation (reporter increase), % at 12.5 µM | actives 0.3% (n = 340,000) | AID 602342;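 active means mean replicate activation score at least 90 and every replicate individually at or above 90; inconclusive means only one of the two criteria met; inactive means neither criterion met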;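 further: higher luciferase means less miR-122 activity so hits act as miR-122 inhibitors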
PglD DTNB: PglD (C. jejuni) enzyme inhibition. purified PglD enzyme, DTNB colorimetric CoA detection. inhibition, % at 12.5 µM. actives 0.098% (n = 360,000). AID 602405; in the data active means inhibition above about 16%, passing the limit was not always enough; inconclusive means no clear call, values can overlap the other calls; further: strong numbers were not always called active
GSIS activator: GLuc luminescence reporter in INS-1E cells, primary screen for activators of glucose-dependent secretion of insulin; actives 0.61% (n = 370,000); activation, % at 16.6 µM; AID 743287; INS-1E GLuc reporter insulin secretion, 2-3 h;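 active means lowest replicate activation of at least 40%, so every replicate reaches that level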;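 further: 0% = median of neutral control wells and 100% = median of IBMX positive control wells; some compounds called inactive have numbers as strong as hits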
F508del corr: CFTR F508del correction in bronchial cells | CFBE cells, YFP halide quenching; stimulated with forskolin plus potentiator P3; % fluorescence drop versus neutral controls | activity (quench increase), % at 7.58 µM | actives 0.36% (n = 350,000) | AID 720511;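 active means mean added fluorescence quench of at least 8% versus neutral control, with both replicates also reaching 8%; inconclusive means only one of the mean or replicate conditions met; inactive means mean below 8% and not both replicates reaching 8%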;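 further: cells transiently co-express mutant CFTR-F508del with the halide-sensitive YFP; corrector assay measuring rescue of mutant channel to the surface after 24 h compound exposure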
Numbers without * were called inactive; u = inconclusive; x = not tested or not shown; [ ] = dose if it differs, or a comment. No enrichment for hits (roughly 2.1% active in at least one column).

SMILES | PGC1a acetyl inh | Cneo AK release | FN deposition inh | Statin myotox sup | miR-122 sensor | PglD DTNB | GSIS activator | F508del corr
CC(=O)c1ccc(NC(=O)COc2ccccc2C(=O)Nc2ccc(C)cn2)cc1 | x | 0 | 3 | x | x | 3 | 12 | -3.5
N#Cc1nc(COc2ccc(Br)cc2)oc1N1CCCC1 | -5 | 3 | x | 3 | 4 | -1 | x | x
Cc1ccc(C)c(OCC(=O)N(Cc2ccccc2)c2c(N)n(Cc3ccccc3)c(=O)[nH]c2=O)c1 | 4 | 0 | 0 | -10 | -6 | 4 | 1 | 1.8
O=C(O)COc1ccccc1/C=C1\SC(=S)N(NC(=O)c2ccccc2O)C1=O | -7 | 0 | -10 | 3 | -3 | 0 | -9 | -2.7
C[C@@H]1CN([C@@H](C)CO)C(=O)CCCn2nncc2CO[C@@H]1CN(C)Cc1ccc(C(=O)Nc2ccccc2N)cc1 | 8 | -1 | 4 | 18 | 6[16.7 µM] | 0 | 14 | -1.0
C[C@@H]1CN([C@@H](C)CO)C(=O)c2cccc(NC(=O)c3ccncc3)c2O[C@H]1CN(C)CC1CCCCC1 | x | 4 | 18 | -1 | 18[16.7 µM] | -2 | -11 | -1.1
COc1cc(CNC(=O)CCCC/C=C/C(C)C)ccc1O | -1 | -1 | 0 | 12 | 4 | 0 | x | -0.8
COc1ccc(NC(=O)c2sc3nc(N4CCOCC4)c4c(c3c2N)CC(C)(C)OC4)cc1 | -6 | 1 | x | -18 | -2 | -1 | 26 | -0.9
CN(C)CCCCOc1ccccc1-c1ccccc1 | 5 | 2 | -6 | 3 | -6 | -4 | x | x
CCC(C)[C@H](NC(=O)N1CCCCCC1)C(=O)O (stereo partly drawn) | -2 | -2 | 7 | 1 | -5 | 5 | 18 | -2.1
CCc1c(C)nc2ncnn2c1NCCc1ccc(OC)c(OC)c1 | -1 | -2 | x | 37 | -7 | -1 | -9 | -0.1
Cc1nc(NCc2ccco2)c2c3c(sc2n1)CCC3 | -13 | -1 | x | x | 9 | -1 | x | x
Cc1cc(S(=O)(=O)NCc2ccccc2)ccc1OCC(=O)NCc1cccnc1 | x | 0 | 1 | 0 | x | -4 | 8 | 1.7
CCOC(=O)C1=C(COC(=O)c2ccco2)NC(=O)NC1CC (stereo not drawn) | 3 | -2 | 7 | -10 | -7 | -4 | 22 | -0.1
CN(C(=O)c1c(Cl)nc2sccn12)C1CCCCC1 | 3 | -7 | x | 3 | -4 | -3 | 16 | 1.5
COC(=O)c1ccccc1CSc1nsc(C)c1C#N | -2 | -1 | 2 | 1 | -5 | -8 | 18 | 1.3
COCc1cn(CC[C@@H]2CC[C@H](NC(=O)Nc3c(C)noc3C)[C@H](CO)O2)nn1 | 7 | -3 | 4 | -4 | -13[16.7 µM] | -37 | -1 | 0.1
CC(C)NC(=O)N[C@@H]1C=C[C@H](CC(=O)N2CCCCC2)O[C@H]1CO | 10 | -1 | -11 | -5 | 0[16.7 µM] | 1 | -4 | 2.8
Cc1cc(C)cc(NC(=O)CSc2nnc(-c3ccccc3Br)o2)c1 | -2 | 2 | -4 | 4 | 0 | -1 | x | x
CCCNC(=O)Cn1cnc2sc(C(=O)N3CCN(CCC)CC3)c(C)c2c1=O | 2 | 1 | x | 24 | -2 | 7 | x | x
CC(CNCCCn1cnc2c(OCc3ccccc3)ncnc21)c1ccccc1 (stereo not drawn) | -7 | 2 | 4 | -11 | -12 | 5 | -9 | -2.0
Cc1ccc(NC(=O)CCc2ccc(C)o2)cc1 | 18 | -2 | -3 | -2 | -2 | 2 | -3 | 1.2
C[C@@H]1CN([C@H](C)CO)C(=O)c2cc(-c3ccccc3F)cnc2O[C@H]1CN(C)Cc1ccc(F)cc1 | -15 | -3 | 0 | 0 | 18[16.7 µM] | 3 | -4 | 1.3
CCN(C(=O)CN1C(=O)S/C(=C\c2cccc(Cl)c2)C1=O)C1CCS(=O)(=O)C1 (stereo not drawn) | 5 | -3 | 11 | 9 | -1 | 5 | 16 | 3.5
CCOC(=O)c1c(NC(=O)COC(=O)c2ccc(C)s2)sc2c1CC(C)(C)NC2(C)C | x | 7 | -4 | -7 | -1 | -2 | -1 | -2.2
SMILES | PGC1a acetyl inh | Cneo AK release | FN deposition inh | Statin myotox sup | miR-122 sensor | PglD DTNB | GSIS activator | F508del corr
N#CC1=C(N)SC(C(=O)c2ccccc2)C1c1cccs1 (stereo not drawn) | -7 | -1 | 2 | -8 | -9 | -1 | x | x
CCC(C)NC(=O)CO/N=C/c1ccccc1OC(F)F (stereo not drawn) | -8 | -1 | -1 | x | 3 | 3 | -7 | x
COc1ccccc1OCC(=O)NNC(=O)CSC(=S)N1CCCC1 | 1 | 0 | 3 | 1 | 6 | -1 | -4 | 2.5
COc1ccc(NC(=O)CN(C)C(=O)/C=C/c2ccc(S(=O)(=O)N3CCCCCC3)cc2)cc1 | -2 | 1 | -2 | -25 | x | -3 | -2 | 0.4
Cc1c(NC(=O)C(C)Oc2ccccc2F)c(=O)n(-c2ccccc2)n1C (stereo not drawn) | x | -1 | 1 | 0 | x | 1 | 12 | -1.4
CSc1ccc(C(O)c2ncc(-c3ccc(F)cc3)[nH]2)cc1 (stereo not drawn) | x | -3 | 4 | 4 | 1 | -5 | -11 | 3.0
Cc1ccccc1CN1C(=O)c2ccccc2Sc2ccc(C(=O)NCCCN3CCOCC3)cc21 | x | 1 | -2 | 3 | x | -3 | -2 | -2.1
O=C(C[C@@H]1CC[C@H](NS(=O)(=O)c2ccc(F)cc2)[C@@H](CO)O1)NCc1ccccc1F | 0 | x | -17 | x | x | x | -12 | -2.1
C/C(=N\NC(=O)COc1ccccc1[N+](=O)[O-])c1cccs1 | 3 | 0 | 1 | 0 | 2 | 0 | -38 | 3.0
Cc1ccc(NC(=O)c2ccc(=O)n(CC(=O)Nc3ccccc3)n2)cc1 | -1 | 1 | 0 | 11 | 1 | -4 | -2 | 0.7
CN(C)CCCNc1c2ccccc2nc2ccccc12 | 25 | -2 | -9 | 18 | -8 | -16 | -25 | 18*
Cc1ccccc1-c1ccccc1[C@@H]1[C@H](C#N)N(C(=O)c2ccccc2)[C@H]1CO | -17 | x | -12 | x | x | x | -12 | 2.6
CC(C)(C)OC(=O)N/N=C\c1ccc(OC(=O)c2ccco2)cc1 | 5 | x | 1 | x | x | x | -1 | -1.9
COCCNc1nnc(SCC(=O)NNC(=O)c2ccco2)s1 | 8 | 3 | -3 | 35 | 1 | 6 | 15 | 0.0
Cc1ccc(C(=O)CCC(=O)Nc2ccccc2C)cc1C | x | 0 | -1 | 23 | x | 1 | -12 | 0.0
Nc1nonc1NC(=O)NN=C1CCCCC1 | x | x | -2 | 11 | -5 | x | 0 | x
O=C1N[C@@H](c2ccccc2)COC(=O)[C@@H](Cc2ccc(F)cc2)CC/C=C/C[C@H]1CC(=O)N(CCO)Cc1ccccc1 | 0 | 0 | -5 | -13 | -7 | 2 | -14 | 4.1
Cc1ccc(N=Cc2c(O)c3ccccc3oc2=O)cc1F | -16 | 1 | 1 | 2 | -6 | -22 | 12 | 3.6
COc1ccc(NC(=O)c2cnc(NS(=O)(=O)c3ccccc3)nc2)cc1 | -5 | 2 | 14 | -24 | -3 | -3 | 28 | -0.3
CCC(=O)Nc1ccc2c(c1)C(=O)N(C)[C@H]1CC[C@H](CC(=O)Nc3cccc(F)c3)O[C@@H]1CO2 | 21 | 0 | 3 | -4 | 1[16.7 µM] | 1 | -11 | 0.4
C[C@@H]1CN([C@H](C)CO)C(=O)c2cc(C#Cc3ccccn3)cnc2O[C@@H]1CN(C)C(=O)c1ccccn1 | 4 | 3 | x | -1 | x | -9 | 30 | -1.7
C[C@@H]1CN([C@@H](C)CO)C(=O)Cc2cc(NS(C)(=O)=O)ccc2O[C@@H]1CN(C)S(C)(=O)=O | 8 | 5 | x | -22 | 6[16.7 µM] | 0 | 10 | -1.3
CO[C@@H]1CN(C)C(=O)c2cc(NC(C)=O)ccc2OC[C@H](C)N(C(=O)C2CCC2)C[C@@H]1C | x | 1 | -21 | -1 | 1[16.7 µM] | -1 | 9 | 2.8
COc1ccc(NC(=O)c2cnc(SC)nc2C)c(OC)c1 | 11 | 3 | -2 | -11 | -1 | -5 | x | x
COc1ccc(NC(=O)c2cc(C)nc3ccccc23)cc1S(=O)(=O)Nc1ccccc1Cl | -22 | 0 | 7 | 36 | u | -1 | -5 | 0.3
SMILES | PGC1a acetyl inh | Cneo AK release | FN deposition inh | Statin myotox sup | miR-122 sensor | PglD DTNB | GSIS activator | F508del corr
CCCNC(=O)COC(=O)c1ccc(S(=O)(=O)N2CCCCCC2)cc1 | 12 | 0 | x | 4 | 2 | 1 | x | x
CCc1ccc(N2CCN(CCNC(=O)Nc3ccccc3)CC2)cc1 | -7 | 1 | -2 | 5 | -1 | -3 | -4 | -1.3
CN1C(=O)c2cc(NC(=O)c3ccc(F)cc3)ccc2OC[C@@H]2O[C@H](CC(=O)NC3CCC3)CC[C@H]21 | 17 | 70 | -5 | -15 | 26[16.7 µM] | -3 | -7 | 4.1
Cn1c(CNC(=O)CCNC(=O)c2ccccc2F)cc(=O)n(C)c1=O | 12 | -1 | 2 | 5 | -3 | 5 | 6 | 0.8
CC(C)Cn1c(CN2CCCCC2C)nc2c1c(=O)n(C)c(=O)n2C (stereo not drawn) | x | -1 | 3 | -10 | x | -4 | x | -2.3
COc1ccc(CC(=O)Nc2cc(F)ccc2F)cc1S(=O)(=O)N1CCOCC1 | 12 | 5 | 3 | -7 | 1 | -7 | x | 2.9
COc1ccc(C2=NS(=O)(=O)N(C)C(C(=O)NCc3cccs3)=C2)cc1OC | -6 | -2 | -1 | 8 | -1 | -5 | 19 | 3.0
COc1ccc(OCC(=O)OCC(=O)NCC2CCCCC2)cc1 | -3 | x | 0 | 3 | x | x | 1 | -1.0
COc1ccccc1N1CCN(C(=O)c2cc3cc(Cl)ccc3[nH]2)CC1 | x | 2 | 0 | -28 | 1 | 6 | -6 | 4.2
COc1ccc(Cl)cc1NC(=O)c1cnc2sccn2c1=O | 13 | 0 | -5 | -5 | 0 | x | 1 | 3.0
Cc1ccccc1NC(=O)c1ccc(S(=O)(=O)N(C)C)cc1 | 2 | -1 | 3 | x | -3 | -1 | 17 | 1.7
N#Cc1ccsc1NC(=O)c1cccc([N+](=O)[O-])c1 | 7 | x | 13 | x | x | x | 11 | -2.3
Cc1cccc(NC(=O)CSc2nnc3ccc(-c4ccccn4)nn23)c1 | -9 | x | x | 16 | 5 | x | 20 | -0.8

Fetched by structure from the entries so far:
SMILES | PGC1a acetyl inh | Cneo AK release | FN deposition inh | Statin myotox sup | miR-122 sensor | PglD DTNB | GSIS activator | F508del corr
CCc1ccc(N2CCN(CCNC(=O)Nc3ccccc3)CC2)cc1 | -7 | 1 | -2 | 5 | -1 | -3 | -4 | -1.3
COc1ccc(CC(=O)Nc2cc(F)ccc2F)cc1S(=O)(=O)N1CCOCC1 | 12 | 5 | 3 | -7 | 1 | -7 | x | 2.9
COc1ccccc1N1CCN(C(=O)c2cc3cc(Cl)ccc3[nH]2)CC1 | x | 2 | 0 | -28 | 1 | 6 | -6 | 4.2
